Screening data (PubChem)
STK33 kinase inh: inhibitors of human STK33 kinase. inhibition, % at 10 µM. actives 0.073% (n = 320,000). purified STK33, MBP phosphorylation, ADP-Glo luminescence;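 active means inhibition at or above 25%, using the most active replicate where run in duplicate; inactive means inhibition below 25%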
Target sequence (Q9BYT3 whole entry, looked up): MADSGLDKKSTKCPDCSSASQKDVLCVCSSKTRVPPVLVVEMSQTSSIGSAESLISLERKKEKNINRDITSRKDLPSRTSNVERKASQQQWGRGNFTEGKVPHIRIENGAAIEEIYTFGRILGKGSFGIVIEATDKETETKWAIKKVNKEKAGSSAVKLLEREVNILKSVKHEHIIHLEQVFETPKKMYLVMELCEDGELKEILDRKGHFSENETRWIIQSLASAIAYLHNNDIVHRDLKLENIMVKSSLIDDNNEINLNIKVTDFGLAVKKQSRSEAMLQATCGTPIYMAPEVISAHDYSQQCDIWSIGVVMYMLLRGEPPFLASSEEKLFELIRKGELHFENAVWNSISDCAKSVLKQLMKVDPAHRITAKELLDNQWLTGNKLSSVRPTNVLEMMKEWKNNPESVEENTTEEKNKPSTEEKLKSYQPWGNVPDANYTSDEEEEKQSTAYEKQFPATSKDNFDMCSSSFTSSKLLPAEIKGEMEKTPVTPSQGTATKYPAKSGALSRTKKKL
OX1R FRET antag: OX1R (human) antagonism | OX1R-expressing cells, FRET antagonist read-out | inhibition, % at 6.6 µM | actives 1.8% (n = 330,000) | AID 485270; in the data active means inhibition mostly above about 38%, no sharp cut-off; inactive means mostly below about 40%;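 further: 0% = agonist challenge alone and 100% = reference antagonist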
Target sequence (O43613 whole entry, looked up): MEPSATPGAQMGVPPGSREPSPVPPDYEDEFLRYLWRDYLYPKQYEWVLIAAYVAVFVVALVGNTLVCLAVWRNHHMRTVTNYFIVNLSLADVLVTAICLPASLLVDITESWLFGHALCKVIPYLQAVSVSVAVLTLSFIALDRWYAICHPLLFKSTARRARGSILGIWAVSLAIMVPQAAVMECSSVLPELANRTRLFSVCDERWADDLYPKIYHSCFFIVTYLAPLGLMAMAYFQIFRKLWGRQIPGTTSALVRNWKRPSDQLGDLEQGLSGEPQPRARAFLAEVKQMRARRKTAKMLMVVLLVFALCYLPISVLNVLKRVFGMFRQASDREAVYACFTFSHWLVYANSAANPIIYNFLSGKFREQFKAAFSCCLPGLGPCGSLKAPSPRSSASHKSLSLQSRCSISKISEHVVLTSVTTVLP
Starred values were filed as active, the others as inactive; x = no result given.

SMILES | STK33 kinase inh | OX1R FRET antag
Cc1c(C)c2ccc(OC(C)C(=O)N3CC[C@@]4(O)CCCC[C@H]4C3)c(C)c2oc1=O (stereo partly specified) | 0.1 | 12
CN(C)C(CNC(=S)Nc1ccccc1Cl)c1cccnc1 (stereo unspecified) | -0.2 | 15
Cc1ccc(Cn2cc(/C=C/C(=O)O)c(-c3ccccc3)n2)cc1 | -2.4 | 11
CCSc1ncccc1-c1nc2ccccc2[nH]1 | -1.2 | 6
CSc1ncccc1C(=O)NC(C)CCc1ccccc1 (stereo unspecified) | -2.3 | 33
CCOc1ccc(CCNC(=O)CSc2ncn[nH]2)cc1OCC | -0.6 | 39
Cc1ccc(N2CC(C(=O)OCC(=O)Nc3cc(C)on3)CC2=O)c(C)c1 (stereo unspecified) | -0.9 | 8
CC(C)c1ccccc1NC(=S)N1CCN(Cc2ccc3c(c2)OCO3)CC1 | -1.2 | 10
CC(OC(=O)c1nsc(Cl)c1Cl)C(=O)NCc1cccs1 (stereo unspecified) | -6.1 | 5
O=C(CNC(=O)C12CC3CC(CC(C3)C1)C2)Nc1ncccc1O | 1.5 | 4
COc1ccc(Cl)cc1NC(=O)Cn1cccc1 | -0.6 | 9
O=C(O)CCc1ccc(-c2cccs2)n1CCC(=O)O | -4.2 | 26
C[C@H](CO)N1C[C@H](C)[C@@H](CN(C)S(=O)(=O)c2cn(C)cn2)Oc2c(NC(=O)Nc3ccc4c(c3)OCO4)cccc2C1=O | -1.0 | 4
Cc1cc(C(=O)N/N=C/c2cc(Br)ccc2OC(=O)c2ccccc2Cl)n[nH]1 | 0.3 | 18
CCN(CC)S(=O)(=O)c1ccc(N2CCOCC2)c(NC(=O)CC(C)(C)C)c1 | -1.9 | 5
CC1CN(S(=O)(=O)c2ccc(C(=O)Nc3sccc3C(N)=O)cc2)CC(C)O1 (stereo unspecified) | -0.6 | 25
C#CCSc1nnc(C)c(C)n1 | 1.1 | 25
CC1CCN(C(=O)Cn2cc(S(=O)(=O)CC(=O)N3CCOCC3)c3ccccc32)CC1 | -0.8 | 13
COc1cccc(/C=C/C(=O)OCC(=O)Nc2ccc(Cl)cn2)c1 | 5.1 | -4
CCOC(=O)N1CCN(c2nc(N(c3ccccc3)c3ccccc3)nc(-n3ccnc3)n2)CC1 | -0.5 | 8
COC(=O)C(NC(=O)c1ccco1)(Nc1nc(C2CC2)cs1)C(F)(F)F (stereo unspecified) | 0.8 | 32
COc1ccc(NC(=O)CCS(=O)(=O)c2cc3c(cc2Cl)NC(=O)CO3)cc1OC | -0.6 | -1
Cc1ccc(S(=O)(=O)N2CC(=O)Nc3ccccc32)c(C)c1NS(C)(=O)=O | -0.3 | 3
CS(=O)(=O)NC1CCN(Cc2ccccc2)CC1 | -1.2 | 11
CNC(=O)CSc1nnc(-c2cccnc2)n1-c1ccc(C)cc1 | -1.0 | 7
O=C(NCCN1C(=O)S/C(=C\c2ccccc2F)C1=O)C1CCN(S(=O)(=O)c2cccs2)CC1 | -2.1 | 28
Cc1cc(C)c2[nH]c(=O)c(CN(CC3CCCO3)S(=O)(=O)c3ccc4c(c3)OCCO4)cc2c1 (stereo unspecified) | -0.6 | 8
Cc1cccc(C2c3[nH]c4ccccc4c3CCN2Cc2cccn2-c2ncccn2)c1 (stereo unspecified) | 0.3 | 37
COCCNC(C)C(=O)Nc1ccc(Br)cc1 (stereo unspecified) | 0.5 | 0
CCOc1cc(/C=N/NC(=O)CN(CCc2ccccc2)S(=O)(=O)c2ccc(NC(C)=O)cc2)ccc1O | 0.5 | 20
COc1ccc(NC(=O)C2CCCN2C(=O)OCc2ccccc2)cc1 (stereo unspecified) | -1.0 | 15
CCOc1ccc(S(=O)(=O)N2CCC(C(=O)NCc3ccccn3)CC2)cc1C | -2.7 | 10
COc1cc2ccccc2cc1C(=O)N(CCN(C)C)c1nc2ccc(Br)cc2s1 | 1.6 | 23
O=C(NC12CC3CC(CC(C3)C1)C2)c1ccc(COc2ccc(Cl)cc2[N+](=O)[O-])o1 | -0.5 | 6
COc1ccccc1CN1CCN(S(=O)(=O)c2ccc(C)cc2)CC1 | -1.0 | 3
Cc1cc(=O)oc2cc(OC(C)C(=O)O)c(Cl)cc12 (stereo unspecified) | -0.5 | 6
Nc1nncn1C(=O)c1cc(Br)ccc1Cl | 0.1 | 16
Cc1ccc(C(=O)NCC(=O)Nc2ccc(C)c(S(=O)(=O)Nc3ccc(Cl)cc3)c2)s1 | -0.6 | 7
CCOc1ccc(N2CC(C(=O)N3CCc4ccccc4C3)CC2=O)cc1 (stereo unspecified) | -0.8 | 13
OCCSc1nnc(Nc2ccccc2)s1 | 0.2 | 17
COc1ccc(OC)c2[nH]c(=O)c(CCNS(=O)(=O)c3ccc(Cl)cc3)cc12 | 1.8 | 28
Cc1ccc2[nH]c(C)c(CCN(Cc3cccnc3)C(=S)NC(C)(C)C)c2c1 | 0.2 | 1
O=C(CSc1nnc(-c2cc(-c3cccs3)nc3ccccc23)o1)NC1CCCCC1 | -0.5 | 21
O=C(CN1CCOCC1)Nc1ccc([N+](=O)[O-])cc1 | -1.3 | 23
COc1ccc(/C=C/C(=O)Nc2cccc(S(=O)(=O)N3CCCC3)c2)cc1OC | 3.7 | 12
CN(C(=O)CSc1nnc(-c2cccs2)o1)C1CCS(=O)(=O)C1 (stereo unspecified) | -0.5 | 11
COc1ccc(S(=O)(=O)N(C)C[C@H]2Oc3ccc(NC(=O)Cc4cn(C)c5ccccc45)cc3C(=O)N([C@@H](C)CO)C[C@@H]2C)cc1 | -1.8 | 4
O=C(NCCCCCCNC(=O)N1CCCCCC1)N1CCCCCC1 | -1.9 | 7
Cc1ccc2nc(-c3cccnc3)c(NC3CCCCC3)n2c1 | 0.1 | 29
Brc1ccc(CN2CCN(c3ccccc3)CC2)o1 | -1.2 | x
O=C(Nc1nccs1)c1ccc(Br)cc1 | -2.1 | 8
CN(Cc1ccccc1)C(=S)NC(=O)c1cccs1 | -1.6 | 26
CCCC(C(=O)NC(C)(C)C)N(Cc1ccccc1Cl)C(=O)c1snc(C(N)=O)c1N (stereo unspecified) | 0.6 | 21
CCOC(=O)C(C)Sc1snnc1C (stereo unspecified) | -0.2 | 9
C/C(=C/CCC(C)(O)C1CC[C@@]2(C)[C@@H]3CC=C4[C@@H](CC[C@H](O[C@H]5O[C@@H](CO)[C@H](O)[C@@H](O)[C@@H]5O)C4(C)C)[C@]3(C)C(=O)C[C@]12C)CO[C@@H]1O[C@H](CO)[C@@H](O)[C@H](O)[C@H]1O (stereo partly specified) | -0.9 | 7
O=C(COC(=O)/C=C/c1cccc(F)c1)Nc1ncccn1 | 0.4 | 28
Cc1c(Cl)cccc1NC(=O)CCCn1nc([N+](=O)[O-])cc1C | -0.7 | 4
COc1ccc(C(c2nnnn2C2CCCC2)N2CCN(c3ccccc3)CC2)cc1 (stereo unspecified) | -0.7 | 26
Cc1nc(SCc2nc3ccc(Br)cc3[nH]2)c2oc3ccccc3c2n1 | -0.7 | 17
O=C(CCN1C(=O)C2C3C=CC(C3)C2C1=O)Nc1ccc(F)cc1 (stereo unspecified) | -0.8 | 1

(cont.)
Structure | STK33 kinase inh | OX1R FRET antag
O=C(Nc1ccccc1)c1ccc(NCc2ccco2)c(S(=O)(=O)N2CCOCC2)c1 | 0.4 | 22
CCC(C)NC(=O)C(Cc1ccccc1)NS(=O)(=O)c1ccc2c(c1)CCC(=O)N2 (stereo unspecified) | -1.6 | 7
CCc1c(C#N)c(N)nc(SCC(=O)OCc2ccccc2)c1C#N | -2.5 | 23
CC(C)c1ccccc1-n1cc[nH]c1=S | -0.4 | -12
COC(=O)c1ccc(NS(=O)(=O)c2cc(-c3cc(C)no3)ccc2OC)cc1 | 0.1 | 15
O=C(NCCN1CCOCC1)c1ccc(NS(=O)(=O)c2ccccc2)cc1 | -2.8 | 8
O=C(Nc1ccc(NC(=O)C2CC2)nc1)c1ccncc1 | -1.7 | 0
Cc1nccn1CCC(=O)Nc1ccc(Cl)cc1 | -0.3 | 7
COc1ccccc1CNC(=O)c1ccc(N2CCOCC2)c([N+](=O)[O-])c1 | -1.0 | 34
O=c1c2c3nc4ccccc4nc3n(CC3CCCO3)c2ncn1CCc1ccccc1 (stereo unspecified) | -1.4 | 21
COc1ccc(C(=O)NNC(=O)CCC(=O)Nc2ccc(C)cc2C)cc1 | 1.3 | 15
COc1nc(Nc2cccc(C(F)(F)F)c2)nc(OC)n1 | -0.9 | 27
COc1ccccc1Oc1nc2c(c(=O)n(Cc3ccccc3F)c(=O)n2C)n1C | -2.5 | 17
O=C(CSc1nc(-c2ccco2)cc(C(F)(F)F)n1)NCCCN1CCOCC1 | 2.5 | 8
COc1ccc(/C=C/C(=O)OCC(=O)NCc2ccco2)c(OC)c1 | -0.3 | 19

Shown as labelled records: part of the list above
O=C(Nc1ccccc1)c1ccc(NCc2ccco2)c(S(=O)(=O)N2CCOCC2)c1
  STK33 kinase inh: 0.4	OX1R FRET antag: 22
CCC(C)NC(=O)C(Cc1ccccc1)NS(=O)(=O)c1ccc2c(c1)CCC(=O)N2 (stereo unspecified)
  STK33 kinase inh: -1.6	OX1R FRET antag: 7
CCc1c(C#N)c(N)nc(SCC(=O)OCc2ccccc2)c1C#N
  STK33 kinase inh: -2.5	OX1R FRET antag: 23
CC(C)c1ccccc1-n1cc[nH]c1=S
  STK33 kinase inh: -0.4	OX1R FRET antag: -12

(next part)
Structure | STK33 kinase inh | OX1R FRET antag
CN(C)C(=O)Cn1c(SCC(=O)Nc2ccc3c(c2)OCO3)nc2ccccc21 | 1.6 | 0
CCOC(=O)Cc1c(C)nc2c(-c3ccccc3OC)c(C)nn2c1C | 0.8 | 40
CN(C)CCNc1nc(S(=O)(=O)c2ccccc2)c(Cl)s1 | 0.0 | 9
Cc1ccc(C)c(N(CC(=O)NC2CCCC2)C(=O)CNC(=O)c2cccs2)c1 | -0.7 | 9
N=c1oc2ccccc2cc1C(=O)Nc1ccc(F)cc1 | -0.2 | x
O=C(O)c1cccc(NC(=O)c2cn(-c3ccccc3)nc2-c2cccc(Br)c2)c1 | 6.2 | 17
CSc1sc(C(=O)O)c2c1C(=O)CC(C)(C)C2 | -0.7 | 12
O=C(NC(Cc1ccccc1)C(=O)O)/C(=C\c1ccco1)NC(=O)c1ccccc1 (stereo unspecified) | -2.7 | 18
CN(C)c1ccc(/C=N/NC(=O)CCc2nc3ccccc3[nH]2)cc1 | 0.1 | 5
CCC(C(=O)Nc1cc(C(=O)Nc2cc(C)ccn2)ccc1Cl)c1ccccc1 (stereo unspecified) | 1.3 | 17
CC(=O)c1ccc2c(c1)Nc1ccccc1S2 | 0.6 | 29
CCCC(=O)Nc1ccccc1NC(C)=O | -0.6 | 16
c1ccc(-c2nnc3sc(Cc4cccs4)nn23)cc1 | -0.1 | 7
N#C/C(=C\Nc1ccccn1)S(=O)(=O)c1ccc(Cl)cc1 | -5.2 | 6
COc1ccc(CN2C(=O)CS/C2=N/N=C/c2ccccc2)cc1 | 0.5 | -4

Shown with two lines to a compound: entries from further up
Values run as follows: STK33 kinase inh	OX1R FRET antag
- CN(C)C(=O)Cn1c(SCC(=O)Nc2ccc3c(c2)OCO3)nc2ccccc21
→ 1.6	0
- CCOC(=O)Cc1c(C)nc2c(-c3ccccc3OC)c(C)nn2c1C
→ 0.8	40

The list continues.
Structure | STK33 kinase inh | OX1R FRET antag
Cc1onc(C(=O)NCc2ccc(F)cc2)c1[N+](=O)[O-] | -3.7 | 19
CCOC(=O)c1sc(NC(=O)CSC(=S)N2CCN(C)CC2)nc1C | 1.7 | 24
O=C(Nc1nc(-c2ccccn2)cs1)c1cc(Cl)ccc1[N+](=O)[O-] | -1.0 | 17
COc1nc(NCC(C)C)nc(Oc2ccc(OCc3ccccc3)nn2)n1 | -1.3 | 10
COc1cc(C(=O)Nc2cccc(-c3cn4cccnc4n3)c2)cc(OC)c1OC | 10.0 | 23
CCOC(=O)c1sc(NC(=O)Nc2ccccc2Cl)cc1C | 1.3 | 78*
c1cnc2c(OCc3cn4cccnc4n3)cccc2c1 | -0.2 | 22
COc1ccc(-c2cc(=O)oc3cc(OCC(=O)N(C)C4CCS(=O)(=O)C4)ccc23)cc1 (stereo unspecified) | -1.1 | 23
COc1cc(C(=O)NC2CCCc3ccccc32)cc(OC)c1C (stereo unspecified) | 0.0 | 13
Cn1c(-c2ccccc2Br)n[nH]c1=S | 0.2 | 22
COc1cc2c(-c3cc(F)cc(F)c3)c(-c3ccsc3)oc(=O)c2cc1OC | 0.7 | 6
COc1ccc(-c2[nH]ncc2/C=N\NC(=O)c2ccc(C(C)(C)C)cc2)cc1OC | 0.4 | -2
CCc1ccc(NC(=O)NCCN2CCc3ccccc3C2)cc1 | -0.7 | 1
O=C(NCCn1ccc2ccccc21)c1ccc(S(=O)(=O)N2CCCCC2)cc1 | -1.5 | 4
Cc1cc(=O)oc2c(CN3CCCCC3)c(O)c(Cl)cc12 | 0.1 | 3
Cc1cc(Cl)ccc1OCC(=O)NCC(c1cccs1)N1CCOCC1 (stereo unspecified) | x | 9
O=C(Cn1cc2c(n1)CCCCC2)NCc1ccccn1 | -0.8 | 8
Cc1ccc(C)c(Oc2cc(NC(=O)CCCn3nc(C)c([N+](=O)[O-])c3C)cc([N+](=O)[O-])c2)c1 | x | 33
COc1c(Cl)cc(Cl)cc1C(=O)Nc1ccc(NC(=O)c2cccs2)cc1 | -0.1 | 19
CC(C)Cc1nnc(NC(=O)CCC(=O)NC2CCCC2)s1 | -2.9 | 7
COc1ccc(-n2ncc3c(NCc4cccnc4)ncnc32)cc1 | 0.1 | 4
Oc1ccc(C2N=C(c3ccccc3)NC(c3ccccc3)=N2)cc1 | x | 12
